GRIN3A LBD mod: modulates the human NR3A ligand-binding domain | NR3A LBD differential scanning fluorimetry, Tm shift; 0% = protein alone, 100% = glycine-bound protein | Tm shift relative to glycine control, % at 25 µM | 2.5% of 340,000 active;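 active = melting temperature shift of at least 10% of the positive control shift, at one fixed dose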
MPTP inh: permeability transition pore inhibition; 1.4% of 360,000 active; isolated mouse mitochondria, Ca2+ swelling absorbance, 30 min; inhibition, % at 10 µM;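 active = inhibition of 50% or more, scaled per plate between neutral and stimulator controls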;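 also: 0% = DMSO wells given calcium and 100% = 1 mM EGTA wells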
Active calls of the source: *.

Every second line gives: GRIN3A LBD mod | MPTP inh
- O=C1c2ccccc2C(=O)N1CCCN1C(=O)c2ccccc2C1=O
 : -10.1 | -1.9
- CC(C)C[C@@H](CN1CCCC1CN1C(=S)NC[C@@H]1Cc1ccc(O)cc1)N1C[C@H](Cc2ccc(O)cc2)N(CC2CCCCC2)C1=S (stereo partly specified)
 : 33.2* | 0.6
- CN(C)CCCN(C(=O)CCOc1ccccc1)c1nc2ccc(F)cc2s1
 : 0.5 | 0.4
- CCOC(=O)N1C2C=CC(C2)N1C(=O)OCC
 : -1.0 | -0.4
- CCCn1cnc2c(SCc3ccccc3Cl)nc(N)nc21
 : 1.6 | 0.6
- CC(NC(=O)C1CCCC1)c1ccccc1 (stereo unspecified)
 : 0.3 | -0.3
- CCOC(=O)C(NC(=O)c1ccccc1Cl)(Nc1sc2c(c1C(N)=O)CCC2)C(F)(F)F (stereo unspecified)
 : -0.7 | 0.3
- COc1cc2c(cc1OC)C(C(N)=O)NCC2 (stereo unspecified)
 : 2.6 | 1.5
- Cc1cc(-c2ccc([N+](=O)[O-])cc2)cc(C)n1
 : 0.2 | 0.6
- CN1OC[C@@H]2CN(Cc3ccccc3)[C@H](c3cccc(Oc4ccccc4)c3)C[C@@H]21
 : -0.3 | -0.7
- Oc1c(Cl)cc(Cl)cc1C1=NNC(c2ccc(Cl)cc2)C1 (stereo unspecified)
 : -1.0 | 67.7*
- COc1cccc(/C=C/C(=O)OCC(=O)Nc2nnc(-c3ccccc3)o2)c1OC
 : -5.0 | -1.8
- CC(=O)C1=C(O)C(=O)N(c2cccc(C(=O)O)c2)C1c1ccccc1F (stereo unspecified)
 : -4.6 | -0.1
- O=C1C(=C(I)I)c2ccccc2-c2ccccc21
 : 1.3 | -2.1
- Cc1ccc(CNc2ccc3c(c2)OCO3)cc1
 : -4.0 | 0.1
- CC(C)C[C@H]1CNC(=S)N1CC1CCCN1C[C@H](CC(C)C)N1C[C@H](Cc2ccccc2)N(CC2CCCCCC2)C1=S (stereo partly specified)
 : 1.2 | -0.2
- CN(C(=O)c1cccc(NC(=O)Cc2ccc(NC(=O)C3CCCN(C(=O)C4CCCCC4)C3)cc2)c1)C1CCCC1 (stereo unspecified)
 : -5.4 | 0.8
- Cc1ccc(C(=O)N2CCN(C)CC2)cc1S(=O)(=O)N1CCCCC1
 : 0.5 | -0.4
- CCOC(=O)/C(C)=C1\NC(C)(C)Cc2ccccc21
 : 3.4 | -1.6
- O=C1C=CC(=O)N1c1ccccn1
 : -1.0 | 0.9

An excerpt from above in order of the GRIN3A LBD mod value, falling:
SMILES	GRIN3A LBD mod
CCOC(=O)/C(C)=C1\NC(C)(C)Cc2ccccc21	3.4
Cc1ccc(C(=O)N2CCN(C)CC2)cc1S(=O)(=O)N1CCCCC1	0.5
O=C1C=CC(=O)N1c1ccccn1	-1.0

The list goes on:
Every second line gives: GRIN3A LBD mod | MPTP inh
- CCCN(C(=O)COC(=O)CNS(=O)(=O)c1ccc(NC(C)=O)cc1)C1CCS(=O)(=O)C1 (stereo unspecified)
 : -0.1 | -0.9
- O=C(O)C1Nc2c(Cl)cc(Cl)c(Cl)c2C2C=CCC12 (stereo unspecified)
 : -3.0 | 0.9
- COc1ccc(C=NNC(=O)CCCC(=O)NN=Cc2ccc(OC)c(OC)c2)cc1OC
 : -0.1 | -2.9
- CCCCNc1c(-c2ccc(OC)c(SC(C)CC)c2)nc2cnccn12 (stereo unspecified)
 : -12.7 | 0.6
- COc1ccc(C2C3=C(COC3=O)Oc3cc4c(cc32)OCO4)cc1OC (stereo unspecified)
 : -0.3 | -0.7
- CC(C(=O)O)N1C(=O)/C(=C/c2cccn2C)SC1=S (stereo unspecified)
 : 1.0 | -0.4
- O=C(C=Cc1cccs1)c1cccs1
 : 0.2 | -0.3
- CC(C)(C)OC(=O)N1CCCC(C(=O)Nc2ccc(C(=O)NCc3ccccc3)cc2)C1 (stereo unspecified)
 : -0.3 | 0.2
- CCn1c(/N=C/c2ccccc2NS(=O)(=O)c2ccc(C)cc2)nc2ccccc21
 : 12.6* | 2.9
- O=C1OCCN1N1CCOC1=O
 : 0.5 | -0.8
- O=C(Nc1ccc(F)c(Cl)c1)c1ccccc1NC(=O)C1CCCCC1C(=O)O (stereo unspecified)
 : -1.6 | 0.8
- C(CCc1nn[nH]n1)CCC1CCCCC1
 : -0.8 | 3.3
- CC12C=CC(=O)C=C1CCC1C2CCC2(C)C(C(=O)CO)CCC12 (stereo unspecified)
 : 2.0 | -0.4
- CC12CC(=O)C3C(CCC4=CC(=O)CCC43C)C1CC=C2CC(=O)O (stereo unspecified)
 : 1.2 | 1.7
- CCc1ccc(Cn2ncc3c(C(=O)O)cc(C)nc32)cc1
 : 0.1 | 0.6
- COc1cc(-c2cc(OC)c(O)c(OC)c2)cc(OC)c1O
 : -1.0 | -0.1
- CCOC(=O)c1sc(/N=C/Nc2nc(C)c(C(=O)OCC)s2)nc1C
 : -1.8 | 7.1
- COc1ccc(C2=Nn3c(nnc3-c3ccc(OC)cc3)SC2)cc1
 : 2.4 | 6.1
- O=S(=O)(c1ccccc1)N1CCSC1c1ccco1 (stereo unspecified)
 : -0.1 | 0.9
- O=C(N/N=C/c1cc(Cl)ccc1O)C(=O)Nc1ccccc1OC(F)(F)C(F)F
 : 3.5 | 16.2
- O=C(OCCOCCOC(=O)Oc1ccccc1)Oc1ccccc1
 : 1.9 | -0.6
- Cn1c(=O)c2[nH]c(NN=Cc3ccccc3)nc2n(C)c1=O
 : -3.0 | -1.2
- CN(C(=O)c1cccc(NC(=O)Cc2cccc(NC(=O)C3CCN(C(=O)C4CCC4)CC3)c2)c1)C1CCC1
 : -0.2 | 0.1
- COC(=O)C1C2CC(=O)C(C2)C1C(=O)OC (stereo unspecified)
 : 0.3 | -1.4
- O=C(/C=C/c1ccccc1Cl)c1ccccc(=O)c1O
 : -5.0 | 2.7
- CC(=O)OCC(=O)C1CCC2C3CCC4=CC(=O)C=CC4(C)C3CCC12C (stereo unspecified)
 : 0.5 | -2.7
- O=c1ccncn1C1OC(CO)C(O)C1O (stereo unspecified)
 : -2.8 | 0.4
- Cc1nnc(NS(=O)(=O)c2ccc(F)cc2)s1
 : -3.7 | -1.1
- COc1ccccc1N1CCN(CCCN2C(=O)C3CCCN3C2=O)CC1 (stereo unspecified)
 : -1.6 | 0.1
- CC1CCCN(C(=O)Cn2c(=O)oc3cc(S(=O)(=O)N4CCCCC4C)ccc32)C1 (stereo unspecified)
 : -0.9 | -0.2

An excerpt of these results, with each value named.
Molecule: CC(C)C[C@H]1CNC(=S)N1CC1CCCN1C[C@H](CC(C)C)N1C[C@H](Cc2ccccc2)N(CC2CCCCCC2)C1=S (stereo partly specified)
  GRIN3A LBD mod: 1.2	MPTP inh: -0.2
Molecule: CN1OC[C@@H]2CN(Cc3ccccc3)[C@H](c3cccc(Oc4ccccc4)c3)C[C@@H]21
  GRIN3A LBD mod: -0.3	MPTP inh: -0.7
Molecule: Cn1c(=O)c2[nH]c(NN=Cc3ccccc3)nc2n(C)c1=O
  GRIN3A LBD mod: -3.0	MPTP inh: -1.2
Molecule: COC(=O)C1C2CC(=O)C(C2)C1C(=O)OC (stereo unspecified)
  GRIN3A LBD mod: 0.3	MPTP inh: -1.4

(next part)
Every second line gives: GRIN3A LBD mod | MPTP inh
- Nc1c(C(=O)Nc2cccc(Cl)c2Cl)sc2nc(-c3cccnc3)ccc12
 : 1.2 | 2.5
- Nc1ccn(C2CCCCO2)c(=O)n1 (stereo unspecified)
 : -0.5 | -0.4
- O=C(COC(=O)c1cccnc1)NC1CCCc2ccccc21 (stereo unspecified)
 : -0.4 | -0.1
- Nc1cc2c(cc1Br)-c1c(C(=O)O)cccc1C2O (stereo unspecified)
 : 0.3 | -1.1
- Cn1c(N2CCOCC2)c(/C=N/OC(=O)c2cccnc2Cl)c2ccccc21
 : 1.6 | 2.3
- CCCCn1cnc2c(SCc3ccc([N+](=O)[O-])cc3)nc(N)nc21
 : -1.1 | 0.8
- Oc1ccccc1C=NNC(=S)Nc1ccc(F)cc1
 : 14.3* | 62.6*
- CCCCCCCCNS(=O)(=O)CCNCc1ccccc1OC
 : -1.1 | 0.9
- Cc1ccc(C(=O)NC2CCN(C(=O)NC3CCCCC3)CC2)cc1
 : 0.0 | 0.4
- CN(Cc1cnc2nc(N)nc(N)c2n1)c1ccc(C(=O)NC(CCC(=O)O)C(=O)O)cc1 (stereo unspecified)
 : -0.1 | -0.2
- O=[N+]([O-])c1ccccc1-c1cc(-c2cc(Cl)ccc2O)n[nH]1
 : 17.5* | 20.0
- CN(C(=O)c1cccc(NC(=O)Cc2cccc(NC(=O)C3CCN(C(=O)C4CC4)CC3)c2)c1)C1CC1
 : -1.2 | -1.9
- S=C(Nc1ccccc1Oc1ccccc1)Nc1cccc(Cl)c1Cl
 : -3.0 | 77.8*
- CC(=O)Oc1cc2c(c3ccccc13)CCC2=O
 : -0.9 | -1.3
- Cc1ccc(S(=O)(=O)N(CC(=O)NCc2ccco2)Cc2ccccc2F)cc1
 : -3.5 | -3.6
- CC(=O)OC1(C(C)=O)CCC2C3CC4OC45CC(O)CCC5(C)C3CCC21C (stereo unspecified)
 : -1.0 | 0.9
- CCN(CCO)C(=O)c1ccc2nc(Cc3ccc(OC)cc3)oc2c1
 : -0.7 | 0.4
- Cc1ccc(C(=O)N/N=C\c2ccccc2[N+](=O)[O-])cn1
 : -1.4 | 0.2
- Cc1cc(C)c(C(=O)c2ccccc2)c(C)c1
 : -0.5 | -0.6
- COc1ccc2oc(-c3ccncc3)cc(=O)c2c1
 : 0.2 | -2.0
- CC(C)Cn1c(N)c(S(=O)(=O)c2cccs2)c2nc3ccccc3nc21
 : -5.8 | -0.6
- CCOc1ccccc1C=NN1CCCCCC1
 : 2.4 | -0.2
- CCOC(=O)C1=NNC(C(=O)O)C1c1ccccc1 (stereo unspecified)
 : -0.2 | 0.2
- NC1=NC(c2ccccc2)CC(=O)N1 (stereo unspecified)
 : -0.5 | 0.1
- Cc1ccc(OC(C)C(=O)N2CCN(c3ccccn3)CC2)cc1 (stereo unspecified)
 : -1.3 | -1.4
- CCCOc1nc(N)c(C#N)c(-c2ccccc2F)c1C#N
 : 4.5 | -2.3
- CN(C)C(=S)N=c1ssc(=S)n1Cc1ccco1
 : 3.0 | -1.9
- COc1ccc(/C=C2\CN(Cc3ccccc3)C/C(=C\c3ccc(OC)cc3)C2=O)cc1
 : -2.7 | 1.5
- O=S(=O)(NC1c2cccc3cccc(c23)C1N1CCN(CCO)CC1)c1ccccc1 (stereo unspecified)
 : 0.9 | 3.2
- O=C(Oc1ccccc1Cl)c1ccccc1
 : -4.8 | -1.4
- CCC1(c2ccc(F)cc2)NC(=O)N(CC(=O)Nc2cccc(S(=O)(=O)N3CCCC3)c2)C1=O (stereo unspecified)
 : -2.4 | -0.8
- O=C(OC12CC3CC(CC(C3)C1)C2)c1ccc(NCc2cc(O)ccc2O)cc1
 : 33.5* | 2.4
- O=C(O)c1ccccc1C1c2ccccc2Oc2ccccc21
 : 2.8 | 1.8
- COc1ccc(CNC(=O)c2cc(S(=O)(=O)N3CCCCC3)ccc2N2CCOCC2)cc1OC
 : 1.9 | 0.4
- O=C(O)c1cc2ccccc2[nH]1
 : -0.5 | -1.3
- COc1cc2[nH]c(=S)nc(NCc3ccccn3)c2cc1OC
 : -2.4 | 1.3
- CCC(CCNC(=O)c1ccccc1)(CCNC(=O)c1ccccc1)[N+](=O)[O-]
 : -0.2 | -2.3
- CC(C)(C)n1nnnc1C(c1ccccc1F)N1CCN(C2CCCC2)CC1 (stereo unspecified)
 : 0.8 | 0.6
- Cc1ccc(S(=O)(=O)CCC(=O)OCC(=O)Nc2cc(S(=O)(=O)N3CCOCC3)ccc2Cl)cc1
 : 1.9 | 0.4
- CCOc1cc(S(=O)(=O)N(Cc2ccccc2)Cc2ccccc2)c(OCC)cc1-n1cnnn1
 : 1.1 | -1.3
- COc1ccc(C)cc1NC(=O)c1nc2nc(C)cc(C)n2n1
 : -0.1 | -0.8
- O=C(O)C1C2CC(C(Br)C2Br)C1C(=O)O (stereo unspecified)
 : 1.8 | -0.8
- CC(C)(C)N(Cc1ccc2c(c1)OCO2)C(=O)/C=C\S(=O)c1ccccc1 (stereo unspecified)
 : 1.0 | 0.5
- CC(=O)N(C(C)=O)c1cccc(N(Cc2ccccc2)Cc2ccccc2)c1
 : -0.2 | -1.0
- Nc1ccccc1-c1ccn[nH]1
 : 1.2 | -2.3
- C(COC1CC2CC1C1C2CC2OC21)OC1CC2CC1C1C2CC2OC21 (stereo unspecified)
 : -1.0 | 0.9
- Cc1ccc(NCCCn2ccc(NC(=O)OCc3ccccc3)nc2=O)cc1C
 : 1.2 | 0.1
- CN(C)C(=S)Nc1nc2ccccc2s1
 : -13.4 | -1.6
- COc1ccc(CCNC(=O)C2COc3ccccc3O2)cc1OC (stereo unspecified)
 : -0.7 | -0.2
- Cn1c(N)cc(=O)n(C)c1=S
 : 0.7 | -0.1

Other compounds.
Every second line gives: GRIN3A LBD mod | MPTP inh
- COc1ccc(-c2cc(C(F)(F)F)nc(S(=O)(=O)CCCC(=O)Nc3cc(C)on3)n2)cc1OC
 : 0.0 | 0.8
- O=C1NC(=S)SC1=Cc1ccc(F)cc1
 : -6.1 | 81.6*
- COCCOC(=O)c1c(C)oc2ccc(O)c(CN3CCC(C)CC3)c12 (tested in a mixture with another compound)
 : 2.3 | 5.5
- Cc1ccc(S(=O)(=O)Nc2ccc3ccccc3c2[N+](=O)[O-])cc1
 : -14.4 | 26.5
- COc1ccc(-c2csc(NC(=S)NC(=O)/C=C/c3ccco3)n2)cc1OC
 : 12.6* | -2.3
- CCS(=O)(=O)NCCc1cc2cc(C)c(C)cc2[nH]c1=O
 : -3.5 | 3.2
- CCOc1cc(C)nc(N2CCC(C(=O)NC3CC3)CC2)n1
 : 1.4 | -0.6
- CCOCCCNC(=O)/C(C#N)=C/c1cc(Br)c(O)c(Br)c1
 : -0.1 | 3.5
- CC1=NC(C)(C)CC2CCC(O)C12 (stereo unspecified)
 : -2.1 | -1.3
- CCOC(=O)c1c(C)oc2c1c1c(c3ccccc32)OCN(Cc2cccnc2)C1
 : -2.5 | 1.8
- CN(C)c1ccc(S(=O)(=O)N2CCCCC2)cc1NC(=O)CCNC(=O)c1ccccc1Cl
 : 3.3 | -0.8
- CCn1cc(C(=O)OC(C)C(=O)Nc2c(C)n(C)n(-c3ccccc3)c2=O)c(=O)c2ccc(C)nc21 (stereo unspecified)
 : -2.8 | -1.7

A portion of the library (hit frequency here may not be typical).
